Bioassay records: PubChem, Southern Research Specialized Biocontainment Screening Center
influenza NS1A: H1N1 influenza NS1A inhibitors, functional cell based assay (AID 504329) | actives 0.3% (n = 340,000) | NS1A functional cell-based assay, percent inhibition; higher % means a stronger effect | inhibition, % at 12.5 µM, or IC50 in µM where a hit was titrated; in the data active = a potency from the dose series; inconclusive = inhibition above about 27% without an active follow-up result; note: strong numbers were not always called active
tuberculosis growth: growth inhibition of non-replicating M. tuberculosis (AID 488890). inhibition, % at 25 µM, or IC50 in µM where a hit was titrated. Mycobacterium tuberculosis non-replicating, growth inhibition; higher % means a stronger effect. actives 0.39% (n = 320,000); in the data active = a potency from the dose series; inconclusive = inhibition mostly from about 82% at the one dose, without a potency; inactive = the rest, 99 in 100 with inhibition below about 76%;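 note: plate controls were DMSO cells for no effect and high antibiotic wells for full effect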
PhoP GFP inhibition: PhoP regulon inhibitors, Salmonella typhi PhoP promoter GFP reporter, confirmatory (AID 1850) | Salmonella Typhi PhoP-promoter GFP reporter, fluorescence, 4 h; higher % means a stronger effect | actives 0.33% (n = 310,000) | one-dose inhibition, % at 50 µM; IC50 in µM for titrated hits; in the data active = a potency from the dose series; inconclusive = inhibition mostly from about 25% at the one dose, without a potency; inactive = the rest, 99 in 100 with inhibition below about 19%;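 note: 0% = induced wells with vehicle and 100% = uninduced wells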
inhibitors of VEEV: inhibitors of VEEV TC-83 cytopathic effect, confirmation, Vero cells (AID 588727). Vero cells, VEEV TC-83 cytopathic effect inhibition; higher % means a stronger effect. inhibition, % at 20 µM, or IC50 in µM where a hit was titrated. actives 0.13% (n = 350,000); in the data active = a potency from the dose series; inconclusive = inhibition mostly from about 14% at the one dose, without a potency; inactive = the rest, 99 in 100 with inhibition below about 12%; note: strong numbers were not always called active
H37Rv inhibition: M. tuberculosis growth inhibition, HTS (AID 449762); M. tuberculosis H37Rv growth inhibition, 7H9 media; higher % means a stronger effect; inhibition, % at 25 µM; hits with a dose series show IC50 in µM; actives 0.59% (n = 330,000); in the data active = a potency from the dose series; inconclusive = inhibition above about 70% without an active follow-up result;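 note: bacterial growth assessed after seven days of incubation; strong numbers were not always called active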
inhibitors of VEEV 10K pilot screen: second read-out of inhibitors of VEEV, no call of its own (marks repeat the call); inhibition, %; measured here: 10K pilot screen inhibition
Starred values were filed as active, the others as inactive; i = inactive; u = inconclusive; x = no result given.

SMILES	influenza NS1A	tuberculosis growth	PhoP GFP inhibition	inhibitors of VEEV	H37Rv inhibition	others
Cc1ccc(S(=O)(=O)N2C[C@@H]3c4ccccc4N(S(=O)(=O)c4ccc(C)cc4)[C@@H]3[C@@H](C)C2CC(=O)c2ccccc2)cc1 (stereo not given in full)	3%	x	x	i	x
Cc1cc(NC(=O)c2cc(-c3cccc(OCC(C)C)c3)nc3ccccc23)no1	-7%	-4%	-3%	10%	-15%
O=C(O)c1ccc(Nc2cccc(F)c2)c([N+](=O)[O-])c1	-2%	2%	-5%	i	8%
COc1ccc(S(=O)(=O)N2CCOC2CNC(=O)C(=O)NCCCc2ccccc2)cc1 (stereo not given)	-7%	41%	-4%	4.5%	8%
CC(=O)Nc1ccc(S(=O)(=O)N2CCNC(=O)C2)cc1	-20%	3%	x	4.4%	4%
Cc1ccc(C(C)C)c(OCCCN2CC(C)OC(C)C2)c1 (stereo not given)	7%	-5%	1%	i	0%
CCOc1ccccc1NC(=O)NCc1ccco1	-8%	25%	3%	0.9%	-1%
O=C(N/N=C1\CCS(=O)(=O)c2ccc(F)cc21)c1ccc([N+](=O)[O-])cc1	-45%	5%	15%	3.2%	6%
C=CCc1cccc(C2Nc3ccccc3C(=O)N2O)c1O (stereo not given)	-13%	9%	10%	2.4%	-8%
O=C(CSc1ccc(-c2ccc(F)cc2)nn1)NCc1ccco1	3%	61%	6%	2.3%	11%
COc1cccc(C(=O)N2CCN(Cc3ccccc3Br)CC2)c1	-5%	-11%	-12%	0.7%	6%
Cc1nn(-c2ccccc2)c(C)c1C=O	x	-17%	4%	3.0%	-2%
Cc1ccc(OCC(=O)c2ccc3c(c2)CCCC3)cc1C	2%	59%	2%	i	0%
COc1ccc(C(CNC(=O)c2cc3c(s2)CCCC3)N2CCOCC2)cc1 (stereo not given)	-7%	-2%	-6%	4.2%	-6%
O=C(OCc1nnc(-c2ccc(Br)cc2)o1)c1cncc(Br)c1	-2%	u	5%	0.7%	-2%
CCOC(=O)CC1C(=O)NCCN1C(=O)c1sc2ccccc2c1Cl (stereo not given)	-19%	-12%	-6%	i	1%
CCC(c1nnc(SCC(=O)NNC(=O)c2ccccc2)n1Cc1ccccc1)N(C)C (stereo not given)	-6%	5%	2%	2.9%	24%
CC(=O)c1cnc2nc(SCc3ccc(Cl)cc3)nn2c1C	3%	38%	-4%	1.3%	-2%
O=C(Cc1ccccc1)NCCc1cn2ccsc2n1	-16%	-8%	-5%	0.1%	-7%
COC(=O)Cc1c(C)c2ccc(OCc3nn[nH]n3)cc2oc1=O	2%	-14%	-2%	2.8%	-10%
O=c1[nH]cnc2c1ncn2[C@@H]1C[C@@H](O)[C@H](CO)O1	-4%	-11%	-7%	0.4%	0%
Cc1c(C)c2ccc(OS(C)(=O)=O)c(C)c2oc1=O	0%	-11%	-6%	1.5%	-9%
CCCn1ccnc1SCC(=O)Nc1c(C)n(C)n(-c2ccccc2)c1=O	-6%	-10%	x	1.9%	-10%
Cc1ccc2nc(N3CCN(C=O)CC3)nc(-c3ccccc3)c2c1	-38%	27%	7%	1.3%	13%

Ordered by length of the SMILES (ascending): 16 of the compounds above.
SMILES	influenza NS1A	tuberculosis growth	PhoP GFP inhibition	inhibitors of VEEV	H37Rv inhibition	others
Cc1nn(-c2ccccc2)c(C)c1C=O	x	-17%	4%	3.0%	-2%
CCOc1ccccc1NC(=O)NCc1ccco1	-8%	25%	3%	0.9%	-1%
O=C(Cc1ccccc1)NCCc1cn2ccsc2n1	-16%	-8%	-5%	0.1%	-7%
C=CCc1cccc(C2Nc3ccccc3C(=O)N2O)c1O (stereo not given)	-13%	9%	10%	2.4%	-8%
Cc1ccc(OCC(=O)c2ccc3c(c2)CCCC3)cc1C	2%	59%	2%	i	0%
Cc1ccc(C(C)C)c(OCCCN2CC(C)OC(C)C2)c1 (stereo not given)	7%	-5%	1%	i	0%
COc1cccc(C(=O)N2CCN(Cc3ccccc3Br)CC2)c1	-5%	-11%	-12%	0.7%	6%
CCOC(=O)CC1C(=O)NCCN1C(=O)c1sc2ccccc2c1Cl (stereo not given)	-19%	-12%	-6%	i	1%
O=C(O)c1ccc(Nc2cccc(F)c2)c([N+](=O)[O-])c1	-2%	2%	-5%	i	8%
CCCn1ccnc1SCC(=O)Nc1c(C)n(C)n(-c2ccccc2)c1=O	-6%	-10%	x	1.9%	-10%
COc1ccc(C(CNC(=O)c2cc3c(s2)CCCC3)N2CCOCC2)cc1 (stereo not given)	-7%	-2%	-6%	4.2%	-6%
O=c1[nH]cnc2c1ncn2[C@@H]1C[C@@H](O)[C@H](CO)O1	-4%	-11%	-7%	0.4%	0%
CCC(c1nnc(SCC(=O)NNC(=O)c2ccccc2)n1Cc1ccccc1)N(C)C (stereo not given)	-6%	5%	2%	2.9%	24%
COc1ccc(S(=O)(=O)N2CCOC2CNC(=O)C(=O)NCCCc2ccccc2)cc1 (stereo not given)	-7%	41%	-4%	4.5%	8%
O=C(N/N=C1\CCS(=O)(=O)c2ccc(F)cc21)c1ccc([N+](=O)[O-])cc1	-45%	5%	15%	3.2%	6%
Cc1ccc(S(=O)(=O)N2C[C@@H]3c4ccccc4N(S(=O)(=O)c4ccc(C)cc4)[C@@H]3[C@@H](C)C2CC(=O)c2ccccc2)cc1 (stereo not given in full)	3%	x	x	i	x

Other entries follow:
SMILES	influenza NS1A	tuberculosis growth	PhoP GFP inhibition	inhibitors of VEEV	H37Rv inhibition	others
COc1ccccc1Nc1ncccc1[N+](=O)[O-]	30µM*	5%	-6%	i	2%
CN(C(=O)CSc1nc2ccccc2c(=O)n1-c1ccccc1F)C1CCS(=O)(=O)C1 (stereo not given)	2%	-2%	x	1.8%	-2%
O=c1cc(N2CCc3ccccc32)[nH]c(=O)n1Cc1ccc(F)cc1	0%	2%	8%	0.3%	-9%
Cc1cc(-c2ccc(C(C)C)c(S(=O)(=O)Nc3cc(C)on3)c2)on1	8%	18%	-1%	0.6%	13%
CC(CNC(=O)c1ccc(-c2ccccc2)cc1)CN(C)C (stereo not given)	2%	-6%	6%	2.2%	-3%
O=C(Nc1ccc2ccccc2c1)/C(=C\c1ccc2c(c1)OCO2)NC(=O)c1ccco1	-1%	-37%	-11%	4.0%	2%
O=C(Nc1cc(C(F)(F)F)ccc1N1CCOCC1)c1ccccc1F	-29%	-18%	0%	3.0%	3%
COc1ccc(CCNC(=O)COC(=O)Cc2ccc(OC)cc2)cc1	-9%	47%	-6%	2.4%	-3%
Cc1ccc2nc(-c3cc(N)cc(N)c3)oc2c1	25%	-4%	-4%	4.0%	u
Cc1ccc(S(=O)(=O)CCN2CCN(c3ccccn3)CC2)cc1	-4%	-9%	1%	0.7%	-1%
COC(=O)c1cn(NC(=O)/C=C/c2cccc(OC)c2OC)c(=O)c2ccccc12	x	-12%	-6%	x	8%
CNC(=O)c1ccc(-c2cc(C(F)(F)F)nn2C)s1	x	26%	-8%	i	2%

Arranged by heavy-atom count (rising): 3 of the compounds above.
SMILES	influenza NS1A	tuberculosis growth	PhoP GFP inhibition	inhibitors of VEEV	H37Rv inhibition	others
COc1ccccc1Nc1ncccc1[N+](=O)[O-]	30µM*	5%	-6%	i	2%
O=C(Nc1cc(C(F)(F)F)ccc1N1CCOCC1)c1ccccc1F	-29%	-18%	0%	3.0%	3%
CN(C(=O)CSc1nc2ccccc2c(=O)n1-c1ccccc1F)C1CCS(=O)(=O)C1 (stereo not given)	2%	-2%	x	1.8%	-2%

Other structures:
SMILES	influenza NS1A	tuberculosis growth	PhoP GFP inhibition	inhibitors of VEEV	H37Rv inhibition	others
CNC(=S)N/N=C/c1ccc(-c2ccc(C(=O)O)cc2)o1	-5%	-20%	24%	i	3%
COc1ccc(CNC(=O)c2sc(=S)n(-c3ccccc3)c2N)cc1	9%	16%	-8%	1.9%	-11%
Cc1cccc(NC(=O)C2C(C(=O)O)C3C=CC2C32CC2)c1C (stereo not given)	3%	7%	-1%	1.4%	-2%
O=C(CSc1ccc(Cl)cc1)NC1CCCc2ccccc21 (stereo not given)	-3%	38%	-4%	1.4%	-12%
O=C(Nc1ccc(C(=O)N2CCCCC2)cc1)c1ccc(Br)cc1	8%	13%	2%	2.2%	u
COc1cc(CCC(=O)OCC(=O)NCCc2ccc(S(N)(=O)=O)cc2)cc(OC)c1OC	-11%	-12%	x	0.7%	2%
NC(=O)/C(=C\c1ccncc1)c1cccc2ccccc12	-13%	-6%	-13%	i	-1%
COc1ccc(C(=O)Nc2cc(OC)c(Cl)cc2Cl)cc1	1%	-16%	5%	1.2%	-10%
O=C1CC(C(=O)Nc2ccc(F)cc2)n2cnnc2N1 (stereo not given)	-13%	-17%	-8%	0.2%	0%
COC(=O)Nc1nc2ccc(SC(C)C)cc2[nH]1	-3%	15%	4%	11%	-5%
N#Cc1cccc(S(=O)(=O)NNC(=O)C23CC4CC(CC(C4)C2)C3)c1	-7%	47%	x	1.3%	0%
Cc1cc(C)c(C)c(S(=O)(=O)N(C)CCc2ccccn2)c1C	-4%	22%	x	2.2%	-2%
O=C(c1ccccc1)C1CCc2occc2C1=O (stereo not given)	13%	-13%	5%	0.5%	2%
COc1cccc(N2CCN(C(=O)Nc3ccc4c(c3)NC(=O)CO4)CC2)c1	-2%	8%	0%	2.1%	-6%
O=C(NC1=NCCS1)c1ccccc1	-3%	-8%	3%	0.5%	-3%
COC(=O)NCc1ccc2c(c1)OCO2	9%	-14%	8%	0.5%	0%
Cc1cc(=O)oc2c3c(cc(OCC(=O)N[C@H](C(=O)O)c4ccccc4)c12)OC(C)(C)CC3	4%	-7%	4%	0.3%	-2%
Cc1ccc(C)c(NC(=O)NNS(=O)(=O)c2ccc(C)c(C)c2)c1	8%	-9%	-6%	0.7%	-10%
CCOc1ccc2nc(NC(=O)c3c([N+](=O)[O-])cnn3CC)sc2c1	6%	-2%	1%	3.0%	-3%
Cc1cc(C)c2c(c1)/C(=N/NC(=S)Nc1ccc(F)cc1)CCC2	14%	-17%	2%	3.9%	-4%	inhibitors of VEEV 10K pilot screen=1.3
Cc1cc(OCC(=O)OCC(=O)N(C)c2c(N)n(Cc3ccccc3)c(=O)[nH]c2=O)ccc1Cl	-17%	15%	1%	2.9%	0%
COc1ccccc1N(O)C1CC(=O)N(c2ccc(Br)cc2)C1=O (stereo not given)	14%	69%	4%	6.2%	17µM*
CCCCc1ccc(NS(=O)(=O)N(C)C)cc1	16%	23%	7%	2.1%	-1%
CC(C)CC(=O)N1CCC(N(CCc2ccccc2)Cc2ccccc2)CC1	-3%	-14%	5%	i	2%
O=C1[C@@H]2Cc3c([nH]c4ccccc34)C(c3ccccc3)N2C(=O)CN1C1CC1 (stereo not given in full)	-17%	17%	7%	i	-3%
O=C1CN(C(=O)COC(=O)c2ccccc2NC(=O)c2ccco2)c2ccccc2N1	-2%	58%	-11%	7.3%	13%
COc1ccc(NC(=O)Cn2nnc(C(=O)NCc3ccc4c(c3)OCO4)c2N)cc1	-1%	-19%	-11%	3.5%	1%
Cc1ccc(NC(=O)C2CCN(S(=O)(=O)c3ccc4c(c3)CCCC(=O)N4)CC2)cc1N(C)C	2%	23%	1%	4.5%	9%
COc1ccc(OC)c(C2/C(=C(/O)c3ccccc3)C(=O)C(=O)N2Cc2ccco2)c1 (stereo not given)	-4%	18%	-4%	i	8%
O=C(Nc1ccnn1C1CCN(Cc2cc(Cl)ccc2O)CC1)c1cccnc1	4%	7%	-10%	1.1%	2%
COc1ccc(/C=C/c2c([N+](=O)[O-])c(=O)n(C)c(=O)n2C)c(OC)c1	5%	-3%	7%	1.4%	14%
COc1ccc(Cl)cc1-n1c(C)ccc1C	0%	5%	-5%	0.2%	2%
COc1ccccc1NC(=O)CSc1nnc(-c2ccco2)n1Cc1ccco1	-2%	11%	-8%	2.0%	-11%	inhibitors of VEEV 10K pilot screen=1.3
CC(C)(O)C#Cc1ccc(C(=O)N2CCN(c3ccccc3)CC2)cc1	0%	14%	0%	0.3%	4%

This is a random part of the collection; overall some 1.4% were active at least once.
